# POLK inh: DNA polymerase kappa (human) inhibition | Q9UBT6 | purified Pol kappa, fluorescent DNA synthesis assay, 10 min | Potency, µM (doses to about 107 µM), without a hit: at the highest dose activity, negative = inhibition, most hits filed as inhibitors | hit rate 0.53% among 400,000 | AID 588579; further: potency means the concentration at half of the fitted maximal effect; on the % scale 0 is the no-effect control and ±100 the full control effect
#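 10 nM Pol kappa preincubated 15 min at room temperature with compounds, then reaction started with substrate at 50 nM final. Fluorescence read kinetically at 0 and 10 min; buffer-only wells served as negative control.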
# Pol beta inh: inhibitors of human DNA polymerase beta | P06746 | Pol beta primer extension/strand displacement, fluorescence kinetic | Potency, µM (titrated, usually from 114 µM), for the others: top-dose activity change, negative = inhibition, hits mostly inhibitors | hit rate 1.3% among 340,000 | AID 485314; further: potency means the concentration at half of the fitted maximal effect; on the % scale 0 is the no-effect control and ±100 the full control effect
#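 Preincubation: enzyme (10 nM) with compound, 15 min, RT. Reaction: substrate added to 50 nM final. Reads: 0 and 10 min. Analysis: normalized, Hill fit.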
# 12-LOX inh: inhibitors of human 12S-lipoxygenase ALOX12; P18054; purified 12hLO, xylenol orange hydroperoxide absorbance; Potency, µM (highest dose often 108 µM), for the others: at the top dose activity change, negative = inhibition, hits mostly inhibitors; hit rate 1.1% among 580,000; further: potency means the concentration at half of the fitted maximal effect; on the % scale 0 is the no-effect control and ±100 the full control effect
#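 Purified human 12hLO (150 nM final) in 25 mM Hepes, 0.01% Triton X-100, pH 7.0 was preincubated 15 min at room temperature with compound. Then 40 uM arachidonic acid was added, 30 min. Hydroperoxide was read by Fe-XO absorbance ratio 573/405 nm.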
# Pol eta inh: blocks human DNA polymerase eta activity | recombinant Pol eta, fluorescent DNA replication assay | Potency, µM (series often up to 114 µM), without a hit: at the top dose activity change, negative = inhibition, hits mostly inhibitors | hit rate 1.2% among 390,000 | AID 588591; further: potency means the concentration at half of the fitted maximal effect; on the % scale 0 is the no-effect control and ±100 the full control effect
#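 Pol eta (10 nM) was preincubated with compounds for 15 min at room temperature, after which fluorescent replication substrate (50 nM final) was added to start the reaction. Fluorescence was read kinetically at 0 and 10 min.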
# Apoferritin bind: binds horse apoferritin like a general anesthetic; P02791; apoferritin/1-aminoanthracene competitive binding, fluorescence; Potency, µM (titrated, usually from 77.5 µM), for the others: at the highest dose activity change, negative = displacement, usual class: inhibitors; hit rate 0.074% among 350,000; AID 485281; further: potency means the concentration at half of the fitted maximal effect; on the % scale 0 is the no-effect control and ±100 the full control effect; nearly all actives have a fitted effect of over 20% in size
# Target sequence (P02791 2-175 limits assumed): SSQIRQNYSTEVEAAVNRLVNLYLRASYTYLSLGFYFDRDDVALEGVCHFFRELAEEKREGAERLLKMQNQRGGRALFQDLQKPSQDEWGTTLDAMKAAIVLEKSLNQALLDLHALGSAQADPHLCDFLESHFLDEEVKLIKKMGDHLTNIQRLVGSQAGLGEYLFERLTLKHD
#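 In PBS, apoferritin at 10 uM is loaded with 1-AMA from a 50% saturated solution. After 10 min of compound exposure at ambient temperature, reduced 535 nm fluorescence indicates probe displacement.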
# ERG Ets-DNA blk: blocks human ERG Ets domain binding to DNA. P11308. fluorescence polarization, His-ERG Ets domain / labelled DNA. Potency, µM (top dose mostly 76.9 µM), inactives show at the highest dose FP activity, negative = inhibition, usual class: inhibitors. AID 624246. hit rate 0.028% among 370,000; active means well fitted inhibition curve with a large enough effect in the polarisation, with a control signal flat; inconclusive means small, poorly fitted or top-dose-only effect, or effect the other way, or a change in a side signal; inactive means no such curve, though single readings can be large or run the other way; the % refers to the polarisation;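 further: polarization taken with two DNA probes labelled with fluorescein and Texas red; potency means the concentration at half of the fitted maximal effect; % of control where 0% means no effect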
# Target sequence (P11308 whole entry, looked up, the tested form may be a part): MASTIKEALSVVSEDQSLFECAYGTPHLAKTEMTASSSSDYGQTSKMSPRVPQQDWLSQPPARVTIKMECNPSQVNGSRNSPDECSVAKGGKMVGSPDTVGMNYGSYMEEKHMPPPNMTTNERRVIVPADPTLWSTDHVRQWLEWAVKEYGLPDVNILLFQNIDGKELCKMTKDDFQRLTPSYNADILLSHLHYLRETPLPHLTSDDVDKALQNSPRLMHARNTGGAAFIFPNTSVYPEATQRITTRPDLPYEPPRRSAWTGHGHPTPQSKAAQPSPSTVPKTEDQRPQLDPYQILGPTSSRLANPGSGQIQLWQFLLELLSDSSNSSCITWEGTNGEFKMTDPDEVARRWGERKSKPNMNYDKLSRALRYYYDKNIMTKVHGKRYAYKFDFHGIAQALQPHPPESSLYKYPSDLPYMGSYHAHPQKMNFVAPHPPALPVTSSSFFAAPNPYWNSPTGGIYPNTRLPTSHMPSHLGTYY
#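 His-tagged ERG Ets domain (1 uM in the protein solution; 300mM KCl, 50mM Tris-HCl, 1mM EDTA, 1mM DTT, pH 7.5) received compound, then a probe mix of 5 nM fluorescein-DNA and 100nM Texas-615-DNA. Fluorescence polarization was read for both dyes.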
# APEX1 inh: inhibitors of human APE1 endonuclease; hit rate 0.35% among 350,000; recombinant APE1, TAMRA/BHQ-2 abasic DNA cleavage fluorescence; AID 2517; Potency, µM (titrated, usually from 65.8 µM), inactives show at the highest dose activity change, negative = inhibition, usual class: inhibitors; P27695;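 further: potency means the concentration at half of the fitted maximal effect; plate controls were vehicle for no effect and reference inhibitor for full effect; nearly all actives have a fitted effect of over 55% in size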
# Target sequence (P27695 whole entry, looked up): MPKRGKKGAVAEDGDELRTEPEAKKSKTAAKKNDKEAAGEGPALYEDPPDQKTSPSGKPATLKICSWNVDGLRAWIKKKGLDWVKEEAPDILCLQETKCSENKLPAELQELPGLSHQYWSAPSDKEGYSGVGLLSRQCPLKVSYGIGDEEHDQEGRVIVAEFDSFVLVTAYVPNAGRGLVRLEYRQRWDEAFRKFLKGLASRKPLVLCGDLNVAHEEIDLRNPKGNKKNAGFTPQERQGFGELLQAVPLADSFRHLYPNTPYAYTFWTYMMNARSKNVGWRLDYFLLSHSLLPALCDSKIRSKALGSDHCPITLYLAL
#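 APE1 at 0.75 nM preincubated 15 min at room temperature with compound. Reaction then started with 50 nM double-stranded THF-abasic substrate labelled with TAMRA/BHQ-2, and 525/598 nm fluorescence read kinetically. Activity taken as third-minus-first read difference, normalized to DMSO and NSC13755 controls.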
# LDHA block: inhibitors of human lactate dehydrogenase A; P00338; purified LDHA, NADH/diaphorase-resazurin fluorescence; stronger effect = lower value; activity change, % (values are at about 110 or 230 µM); hit rate 0.15% among 480,000; AID 1347041; in the data active means activity change below about -30%; inconclusive means mostly about -25% to -30%;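 further: plate controls were DMSO wells for no effect and wells without enzyme for full effect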
#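 Human LDH5 at 2 nM final in Tris HCl pH 7.4 with 0.06 mM NADH and 0.2 mM pyruvate, reacted 5 minutes at room temperature. Remaining NADH coupled via diaphorase/resazurin; resorufin fluorescence read at 0 and 20 minutes, normalized to enzyme-free and DMSO wells.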
# RGS4 inh: inhibitors of human regulator of G protein signaling 4. P49798. hit rate 0.039% among 390,000. Transcreener GDP fluorescence polarization, RGS4-accelerated GTP hydrolysis. AID 504845. Potency, µM (series often up to 114 µM), without a hit: top-dose activity change, negative = inhibition, usual class: inhibitors; further: potency means the concentration at half of the fitted maximal effect; on the % scale 0 is the no-effect control and ±100 the full control effect; nearly all actives have a fitted effect of over 75% in size; some results filed as inactive show a strong effect at the top dose
#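 MLSMR compounds (23 nl, pin-transferred) preincubated 10 min at room temperature with a 500nM (2x) first reagent, then RGS4 at 900nM (2x) plus Transcreener GDP mix added; fluorescence polarization (620/688 nm) read before and after 90 min at 30 °C.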
# Numbers without * were called inactive; u = inconclusive; x = no result given; [ ] = another dose, or the depositor's remark. Unless noted, the call rests on the fitted dose curve; in most records, active means well fitted curve in the direction sought with a large enough effect; inconclusive means small, poorly fitted or top-dose-only effect, or another doubt; inactive means no such curve, though single readings can be large; an effect the other way counts as inactive or inconclusive. These rows are one share of the data, so the mix of outcomes need not match the whole.
SMILES,POLK inh,Pol beta inh,12-LOX inh,Pol eta inh,Apoferritin bind,ERG Ets-DNA blk,APEX1 inh,LDHA block,RGS4 inh
CCOC(=O)Nc1nc(-c2ccccc2)c(C(=O)c2ccccc2)s1,-4.5%,1.4%,49.2%[activator],-16.6%,u,-6.4%,2.6%,0.7,6.5%
CC(=O)NC(C)Cc1cn(Cc2ccccc2)c2ccccc12 (centres undefined),-13.3%,35.2%,0.0%,-16.6%,-6.0%,-10.7%,29.4%,-5.6,-5.2%
C/C(=N\S(=O)(=O)c1ccc(C)cc1)N1CCCCC1,-1.3%,16.6%,1.6%,-7.0%,-10.8%,-4.3%,0.1%,-3.3,-1.3%
O=C(COC(=O)c1ccc([N+](=O)[O-])o1)Nc1ccc2c(c1)OCO2,-19.9%,x,-16.3%,u,x,-3.1%,-37.2%,1.5,16.6%
CCn1cc(Br)c(C(=O)Nc2ccccc2C(=O)OC)n1,-13.7%,-14.8%,-7.7%,1.2%,-14.4%,4.7%,-2.3%,-7.7,26.1%
COCCCNC(=S)NCCc1ccc(F)cc1,-8.0%,-23.9%,-7.6%,-8.1%,-5.0%,-3.2%,-7.4%,-2.5,10.1%
N#C/C(=C\c1ccc(N2CCOCC2)cc1)c1ccccc1,-2.7%,5.7%,2.7%,-13.6%,2.0%,9.8%,-4.1%,3.6,-13.2%
COc1ccc(CN(C(C)=O)c2cccc(C)c2C)cc1,-10.5%,0.4%,0.0%,-19.6%,-4.1%,1.8%,1.0%,-9.9,-39.1%
CCOC(=O)[C@@H]1[C@H]2COc3ccc(Br)cc3[C@H]2N2C(=O)N(c3ccc(Cl)cc3)C(=O)[C@@]12C,1.3%,2.7%,x,-5.2%,-10.9%,-2.6%,-2.4%,0.0,-3.4%
COC(=O)c1ccccc1NC(=O)C1CC(=O)N(c2ccc(C)cc2)C1 (centres undefined),-15.3%,30.7%,u,-8.2%,4.5%,-5.1%,-4.1%,-14.0,-19.6%
CC(C)Cn1c(=O)c2sccc2n2c(CCCC(=O)NCCc3ccc(Cl)cc3)nnc12,-9.8%,-1.9%,-24.2%,-15.5%,-12.7%,-1.1%,x,-4.6,8.0%
CCCCNc1nc2c(S(=O)(=O)c3ccc(Cl)cc3)nnn2c2ccsc12,-4.5%,40.1%,1.1%,-12.4%,-7.6%,7.8%,x,-4.2,0.6%
COc1ccccc1CNC(=O)C1CCN(c2nnc(C)c3c(C)n(-c4ccccc4)nc23)CC1,-10.8%,u,-14.0%,x,-15.7%,-2.0%,x,-7.1,-5.9%
COc1ccc(N=C2SC(C(=O)N3CCN(c4ccc([N+](=O)[O-])cc4)CC3)CC(=O)N2C)cc1 (centres undefined),5.6%[60.1 µM],14.5%,-12.6%,-21.2%,-10.4%,-14.4%,8.7%,-0.9,-8.9%
COc1cc(C)c(NC(c2ccccc2)c2ccccc2)cc1OC,-15.3%,0.7%,-11.8%,-16.3%,-7.2%,7.1%,-7.2%,6.6,5.3%
O=C(/C=C/c1ccc([N+](=O)[O-])cc1)N1CCN(c2ccccc2F)CC1,-17.9%,u,-11.1%,-10.5%,-4.2%,-4.8%,9.6%,-3.9,6.0%
COc1ccc(N(C(=O)c2ccco2)C(C(=O)NC2CCCC2)c2ccncc2)cc1OC (centres undefined),-17.5%,34.7%,-29.4%,-24.8%,3.2%,1.2%,-6.0%,34.0,-6.9%
CC(NC(=O)Cc1cccs1)c1ccncc1 (centres undefined),-28.7%,6.2%,-2.3%,-16.5%,10.7%,0.2%,1.5%,-5.9,-24.3%
O=C(Cn1c(=O)n(Cc2ccco2)c(=O)c2c3c(sc21)CCCC3)Nc1ccccc1,-8.1%,2.4%,0.0%,-13.6%,6.7%,-0.2%,-2.7%,-3.3,-30.6%[11.4 µM]
S=C1NCCN1CC1CCN(CCC23CC4CC(CC(C4)C2)C3)CC1,-2.3%,x,3.8%,-17.4%,x,-0.2%,x,-6.7,7.8%
CC(C)c1ccc(S(=O)(=O)NC2CCCC2)cc1,-7.2%,11.4%,-4.8%,0.2%,-19.9%,-6.5%,0.7%,-1.1,34.2%
O=C(CS(=O)(=O)c1ccccc1)Nc1ccc(S(=O)(=O)Nc2ncccn2)cc1,9.0%,25.1%,-4.0%,-19.6%,-11.9%,-1.1%,-4.7%,-6.2,10.5%
C/C(=N/NS(=O)(=O)c1cc(C)ccc1C)c1ccncc1,-6.0%,1.6%,u,-21.3%,-4.1%,13.0%,46.0%[activator],-3.1,-26.0%
CCC(C)N=CC1=C(O)CC(c2ccccc2)CC1=O (centres undefined),-6.5%,1.8%,-3.0%,1.8%,-12.2%,2.7%,20.1%,-5.2,-12.3%
CCN(CC(=O)Nc1c(F)cccc1F)C(=O)c1ccc(C)c(S(=O)(=O)N2CCCCC2)c1,14.0%,x,x,-7.9%,x,0.3%,5.0%,-1.3,-20.6%
COc1ccc(NS(=O)(=O)c2ccc(C(=O)N3CCCCCC3)cc2)cc1,0.2%,x,-5.6%,-15.7%,x,6.0%,-1.9%,2.6,-8.1%
COC(=O)CSc1nc(N2CCOCC2)c2c(c1C#N)CC(C)(C)N(C)C2,2.4%,11.3%,2.6%,-11.9%,5.8%,0.4%,-5.8%,10.8,-12.0%
COc1cc(S(=O)(=O)N2CCN=C2c2ccccc2)ccc1F,2.4%,-14.7%,-4.2%,-0.9%,7.2%,-7.2%,12.8%,6.1,0.7%
COc1cc(C(=O)OCCNC(=O)c2cccnc2)cc(OC)c1OC,-3.4%,x,u,-0.7%,x,-8.6%,7.8%,-2.5,-1.0%
CC1CCCC(C)N1C(=O)c1ccccc1Nc1ccc(SC(F)F)cc1 (centres undefined),-18.1%,36.7%,6.7%,-2.9%,-12.6%,0.2%,12.4%,6.0,-23.5%
O=c1[nH]c(C2CCN(S(=O)(=O)Cc3ccccc3)CC2)nc2c1nnn2Cc1ccccc1Cl,-9.5%,3.7%,-10.5%,-5.4%,3.2%,1.7%,-12.3%,-9.8,16.8%
O=C1OC(N2C(=O)CC[C@H]2C(=O)Nc2ccc(Br)cc2F)c2ccccc21 (some centres undefined),1.8%,27.2%,u,1.8%,-6.0%,1.5%,10.5%,-5.0,-19.7%
Cc1nc(C)c(C(=O)NNS(=O)(=O)c2ccc3ccccc3c2)s1,3.5%,-9.9%,-21.2%,-14.3%,-4.2%,-10.2%,6.1%,5.9,13.4%
COc1ccc(NC(=O)CCCSc2nc(-c3ccco3)cc(C(F)(F)F)n2)cc1,2.5%,1.2%,0.0%,-12.1%,u,6.1%,x,-0.3,1.3%
Nc1nc(-c2ccc(Cl)cc2)c(N=Nc2ccc(S(=O)(=O)N3CCOCC3)cc2)s1,-4.1%,29.2%,-6.0%,-19.0%,-0.9%,1.0%,0.6%,-10.5,5.8%
COc1ccc(NS(=O)(=O)c2cccc(C(=O)NNC(=O)c3ccc(NC(C)=O)cc3)c2)cc1,-1.8%,x,-21.2%,3.9%,x,x,-4.2%,-10.7,5.2%
O=C(Nc1cccc2ccccc12)c1nn(C23CC4CC(CC(C4)C2)C3)cc1[N+](=O)[O-],-6.5%,2.7%,18.6%,-0.1%,-16.4%,-3.3%,-5.7%,-3.3,2.8%
COc1cc(C2NCCC(=O)C2(C)C)cc(OC)c1OC (centres undefined),-3.9%,28.1%,9.6%,-1.8%,0.2%,-3.6%,2.7%,-8.6,-23.7%
CCC(=O)N(Cc1cc2cc(OC)ccc2[nH]c1=O)c1cccc(C)c1,-6.4%,10.0%,0.0%,-9.9%,-8.3%,-2.7%,-1.1%,-0.7,-22.1%
CCOc1ccc(-n2c(C)cc(C(=O)CCl)c2C)cc1,-7.6%,-21.0%,u,u,-14.0%,1.9%,-3.8%,-7.1,0.5%
O=C(C1CCCN1S(=O)(=O)c1ccc(Cl)cc1)N1CCCCC1 (centres undefined),-4.8%,-1.1%,-8.1%,0.3%,-9.4%,1.8%,-4.1%,2.5,-3.0%
O=c1[nH]c(=O)c2nc3c4ccccc4c4ccccc4c3nc2[nH]1,-25.0%,u,-3.6%,28.2µM*,-3.0%,-0.5%,-3.7%,-0.9,u
Cc1cccc(-c2ccc3c(c2)C2CC3CCN2C(=O)OCc2ccccc2)c1 (centres undefined),11.9%,x,u,-19.2%,x,6.3%,x,-0.3,-5.6%
Cc1ccc(C(=O)NCC2(c3ccccc3)CCCC2)cc1,-18.0%,16.1%,12.5%,-5.0%,-15.2%,-1.5%,-1.9%,-0.1,25.8%
Cc1c(C(=O)NC2CCCc3ccccc32)cccc1[N+](=O)[O-] (centres undefined),-6.5%,-3.7%,-6.3%,6.9%,-12.2%,15.5%,-5.5%,-5.1,13.0%

# Quoted from the listing:
# Value for Cc1nc(C)c(C(=O)NNS(=O)(=O)c2ccc3ccccc3c2)s1 under Pol eta inh: -14.3%
# Value for Cc1ccc(C(=O)NCC2(c3ccccc3)CCCC2)cc1 under APEX1 inh: -1.9%

# Bioassay records deposited in PubChem BioAssay by National Center for Advancing Translational Sciences (NCATS).
